Source: PubChem BioAssay
Kir21 inh – Kir2.1 (mouse) channel inhibition; P35561; HEK293-Kir2.1, FluxOR thallium flux fluorescence; stronger effect = lower value; B-score at 10 µM; hit rate 0.85% among 310,000;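 active = fluorescence ratio B-score at or below minus 3 SD of library scores, with starting-brightness B-score within 2 SD, cut at about -4.2 in these data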;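 also: channel flux triggered by added potassium and thallium sulfate stimulus; B-score of peak minus minimum fluorescence over baseline after thallium stimulus; more negative B-score means stronger Kir2.1 block with less thallium influx; some compounds called inactive have numbers as strong as hits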
Target sequence (P35561 whole entry, looked up): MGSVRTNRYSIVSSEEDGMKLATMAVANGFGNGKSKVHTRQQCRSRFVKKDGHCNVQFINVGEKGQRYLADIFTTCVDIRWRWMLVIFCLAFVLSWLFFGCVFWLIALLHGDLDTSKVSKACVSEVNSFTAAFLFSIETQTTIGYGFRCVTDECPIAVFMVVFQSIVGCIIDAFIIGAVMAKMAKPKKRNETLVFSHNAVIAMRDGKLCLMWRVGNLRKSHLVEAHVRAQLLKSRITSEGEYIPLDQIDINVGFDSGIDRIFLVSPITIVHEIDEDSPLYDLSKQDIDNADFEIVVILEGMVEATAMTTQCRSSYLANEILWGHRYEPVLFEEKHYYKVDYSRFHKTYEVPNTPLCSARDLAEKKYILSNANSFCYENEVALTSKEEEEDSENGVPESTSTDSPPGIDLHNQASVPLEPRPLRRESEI
STK33 kinase inh – blocks human STK33 kinase activity; purified STK33, MBP phosphorylation, ADP-Glo luminescence; inhibition, % at 10 µM; hit rate 0.073% among 320,000; AID 2661;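 active = inhibition at or above 25%, using the most active replicate where run in duplicate; inactive = inhibition below 25%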
Target sequence (Q9BYT3 whole entry, looked up): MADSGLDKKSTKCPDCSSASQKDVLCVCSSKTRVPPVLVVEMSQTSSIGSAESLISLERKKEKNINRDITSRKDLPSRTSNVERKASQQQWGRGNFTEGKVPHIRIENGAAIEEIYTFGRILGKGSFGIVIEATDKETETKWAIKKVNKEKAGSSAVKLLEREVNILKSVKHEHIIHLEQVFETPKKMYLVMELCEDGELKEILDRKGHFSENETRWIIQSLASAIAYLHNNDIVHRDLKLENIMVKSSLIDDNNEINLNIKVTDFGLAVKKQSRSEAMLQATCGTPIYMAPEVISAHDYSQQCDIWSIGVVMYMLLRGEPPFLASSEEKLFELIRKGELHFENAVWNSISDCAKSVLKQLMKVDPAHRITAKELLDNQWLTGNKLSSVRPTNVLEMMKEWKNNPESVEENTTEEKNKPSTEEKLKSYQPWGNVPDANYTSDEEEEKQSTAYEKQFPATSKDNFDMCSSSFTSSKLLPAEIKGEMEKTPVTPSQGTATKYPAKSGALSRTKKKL
Starred values were filed as active, the others as inactive; · = no result given; & = joins results of further samples.

Kir21 inh	STK33 kinase inh	structure
0.02	1.0	Cc1nc(Cl)c2oc3ccccc3c2n1
0.31	-0.4	COC(C(=O)NC(C(C)C)C(C)C)c1ccccc1 (stereo not drawn)
-1.07	-1.5	CN(Cc1ccccc1)S(=O)(=O)c1cn(C)cn1
0.35	-0.9	O=S(=O)(Nc1ccc(Cl)cn1)c1ccc(F)cc1
-2.6	2.5	O=C(NCCc1csc(-c2cccnc2)n1)c1cccc(Cl)c1
-0.54	1.2	Clc1ccc(-c2ncc3ccccn23)c(Cl)c1
-0.14	-0.7	CCOC(=O)COc1ccsc1C(=O)OC
0.31	3.0	O=C(COc1ccccc1[N+](=O)[O-])Nc1cccc(S(=O)(=O)NC2=NCCCCC2)c1
1.22	-0.5	CCOC(=O)C1CCN(C(=O)CCCn2c(=O)c3cccn3c3cccnc32)CC1
-0.83	0.4	Cc1ccc(N2CCN(S(=O)(=O)c3c(C)nc4scc(C)n4c3=O)CC2)c(C)c1
·	-0.1	CC(=O)c1cc2c(cc1NC(=O)Cc1ccsc1)OCO2
·	0.0	CCCCC1(c2ccc(F)cc2)NC(=O)N(CC(=O)Nc2ccc(N3CCOCC3)cc2)C1=O (stereo not drawn)
-0.03	-0.1	Cc1nc(C(=O)Nc2ccc(Cl)cc2Cl)nn1-c1cc(OC(C)C)c(Cl)cc1Cl
-0.75	0.6	Cc1nc2scc(C)n2c(=O)c1S(=O)(=O)Nc1ccc(OC(F)(F)F)cc1
·	0.8	Cc1cc(OCC(=O)NNC(=O)c2cccc(F)c2)ccc1Cl
-0.8	-0.6	COc1ccc(N2CCN(C(=O)CCCn3c(=O)[nH]c4ccsc4c3=O)CC2)cc1
0.31	0.9	Cc1ccc(OCC(=O)Nc2ccc3c(c2)OCCO3)cc1C
0.13	·	CCn1c(C)cc(C=C2C(=O)c3ccccc3C2=O)c1C
-1.59	-1.7	CC(=O)O/N=C(\N)Cc1ccc(-c2csnn2)cc1
0.53	0.1	O=C(NNS(=O)(=O)c1ccccc1[N+](=O)[O-])c1cccc(Cl)c1
-1.99	0.3	N#CCc1c(C#N)c(N)nc(Nc2ccccc2)c1C#N
0.58	-3.6	CCn1nnnc1-c1ccc(OC)c(S(=O)(=O)Nc2ccc(OC)cc2)c1
0.52	-0.2	COc1ccc2[nH]c(C)c(CCNC(=S)Nc3cccc(C)c3C)c2c1
0.85	-3.0	O=S(=O)(Nc1ccc(Oc2ncccn2)c(Cl)c1)c1ccc(Cl)cc1
-0.23	-2.2	Cc1nc(-c2ccc(NC(=O)C3CCCCC3)cc2)cs1
0.73	-0.8	CCN1CC2([N+](=O)[O-])C=CC(=O)C([N+](=O)[O-])(C1)C2CC(=O)c1ccccc1 (stereo not drawn)
0.86	-0.2	CCOC(=O)N1CCN(C(=O)Nc2ccc3oc(C)nc3c2)CC1
-0.28	-1.2	COc1cc(C2c3c(-c4ccccc4O)n[nH]c3C(=O)N2Cc2ccco2)cc(OC)c1OC (stereo not drawn)
0.86	1.0	Cc1ccc2nc(NC(=O)c3ccc(Cn4cc(Cl)cn4)o3)sc2c1
1.18	1.1	O=C(NCc1cccnc1)c1ccc(COc2ccc3c(c2)CCC3)o1

(next part)
Kir21 inh	STK33 kinase inh	structure
·	0.4	CCN(C[C@H]1N[C@@](CC)(C(=O)OC)[C@H]2C(=O)N(C)C(=O)[C@@H]12)S(=O)(=O)c1ccc(OC(F)(F)F)cc1
-0.95	14.7	Nc1nc(Nc2ccccc2)nc(NCCO)c1[N+](=O)[O-]
-0.73	-0.2	Cc1nc(Cl)sc1C(=O)O
-1.74	-0.6	[N-]=[N+]=NC[C@H](Cc1ccccc1)N1CC[C@@H](NC(=O)OCc2ccccc2)CCC1=O
0.75	-0.3	C=CCCCCCCCCc1nc(=S)[nH][nH]1
-0.49	-1.7	COc1ccc(S(=O)(=O)N2CCC(O)(c3ccc(Cl)cc3)CC2)cc1OC
0.34	-0.4	CNC(=O)c1ccsc1NC(=O)C1CCCN1S(=O)(=O)c1cccs1 (stereo not drawn)
0.82	-0.5	CCCCC1(CO)C(=O)N(c2ccccc2)N(c2ccccc2)C1=O
1.09	1.2	O=c1c(-c2cc3ccccc3o2)[n+]([O-])c2ccccc2n1OCc1ccccn1
-0.73	-0.3	CCCCC(=O)Nc1ccc2c(c1)nc1n2CCOC1
0	-0.3	CCOP(=O)(OCC)C(NC(=O)c1cc([N+](=O)[O-])cc([N+](=O)[O-])c1)C(F)(F)F (stereo not drawn)
0.91	2.5	O=C(COc1ccc(C(=O)c2ccccc2)cc1)NCC1CCCCC1
0.11	0.0	CCc1nc(SCC(=O)c2ccc(C)c(C)c2)n[nH]1
-0.83	0.6	CSc1ccccc1C(=O)N1CCN(c2ncccn2)CC1
0.98	-0.7	CCC(=O)c1ccc(OC(=O)Cc2ccc(OC)cc2)cc1
·	-0.2	c1coc(-c2nnc3sc(-c4cccs4)nn23)c1
-0.07	-0.3	Cn1cccc1-c1cc(C(=O)N/N=C/c2ccc(F)cc2)[nH]n1
0.71	0.3	C=CCOc1ccc2ccccc2c1CNn1cn[nH]c1=S
-1.02	0.3	Cc1ccc(N2C(=O)[C@@H]3Cc4ccccc4CN3C2=O)cc1
-0.01	-2.4	CN(Cc1nccs1)C(=O)C1CCC(=O)N(CCc2cccc(F)c2)C1 (stereo not drawn)
0.49	-0.4	Cc1ccc(S(=O)(=O)Cc2ccc(C(=O)N3CCN(c4cc(C)ccc4C)CC3)o2)cc1
0.07	0.4	Cc1ccc(N(C(=O)Cn2nnc3ccccc32)C(C(=O)NCc2ccccc2)c2ccccn2)cc1 (stereo not drawn)
-0.47	-0.2	COC(=O)c1ccccc1NC(=O)c1noc2c1CCC2
0.06	-1.1	COc1ccc(C(=O)NCC(=O)n2nc(C)cc2C)cc1OC
-0.36	-0.2	CC(C)c1onc(C(=O)NCc2ccccc2)c1[N+](=O)[O-]
-0.1	-0.1	CCc1ccccc1NC(=O)c1cc(S(=O)(=O)N(C)C)ccc1N1CCCC1
1.43	-0.1	COC(=O)c1cc(C(=O)OC)cc(N2C(=O)CC(Sc3nc(C)cc(C)n3)C2=O)c1 (stereo not drawn)
-1.22	-1.6	CCCCOC(=O)CCc1c(C)[nH]c(=O)c(C#N)c1C
0.81	-1.1	CN(C)S(=O)(=O)c1cccc(NC(=O)Cc2ccsc2)c1
0.98	-3.5	CCOC(=O)Cc1cnc(NC(=O)CSc2nc(N)cc(N)n2)s1

(listing goes on)
Kir21 inh	STK33 kinase inh	structure
0.5	-0.1	CCN(CC1CCCN(CCc2cccc(OC)c2)C1)C(=O)c1ccoc1C (stereo not drawn)
-0.36	0.2	COc1ccc(C(=O)Cn2c(NCCO)nc3ccccc32)cc1OC
-1.28	-0.9	COc1ccc(NC(=O)CSc2nnc(Cc3ccccc3)c(=O)n2N)cc1
-0.65	1.1	CCCN(CCC)CCNC(=O)c1cc2c(-c3ccccc3F)nn(C)c2s1
-2.34	-0.9	O=C1CCCN2N=C(SCC(=O)N3N=C(c4ccc(Br)cc4)CC3c3ccc(F)cc3)SC2=N1 (stereo not drawn)
1.15	-0.6	O=C(NN1CCOCC1)c1cnn2c(C(F)F)cc(-c3ccccc3)nc12
1.42	-0.2	CC(OC(=O)Cn1cnc2c1c(=O)n(C)c(=O)n2C)C(=O)NC(C)c1ccc(Cl)cc1Cl (stereo not drawn)
-0.29	-1.2	CCn1c(CSCc2ccc(F)cc2)nnc1SCC(=O)N1CCN(c2ccccc2)CC1
·	-1.3	COc1ccc(CN(C)CC(=O)Nc2cccc(S(=O)(=O)N3CCCC3)c2)cc1F
-1.36	-0.3	COc1ccc(N2CCC(CNC(=S)Nc3cc(C)ccc3C)C2)cc1 (stereo not drawn)
·	-1.4	COc1cc(/C=C/C(=O)OCC(=O)NNC(=O)c2cc(Cl)ccc2OC)ccc1O
-0.33	1.1	CC(=O)c1cc(C(=O)N2CCc3c([nH]c4ccccc34)C2CC(C)C)[nH]n1 (stereo not drawn)
0.1	-0.7	O=C(O)CCc1ccc(S(=O)(=O)Nc2ccccc2C(=O)NCCc2ccccc2)cc1
-0.02	0.0	COc1ccc2nc(NS(=O)(=O)c3ccc(NC(C)=O)cc3)sc2c1
-2.58	-0.4	Cc1cc(O)cc(O)c1-c1onc(C(F)(F)F)c1-c1cscn1
-1.31	-0.7	CCOc1cccc(/C=N/NC(=S)Nc2ccccc2[N+](=O)[O-])c1O
0	-0.5	COc1ccc(C(=O)NNC(=O)CCn2nnc(-c3ccc(Cl)cc3)n2)cc1OC
-1.07	-1.6	COC(=O)CC(NS(=O)(=O)c1cccs1)c1ccc2c(c1)OCO2 (stereo not drawn)
-0.99	1.1	O=C(O)CCCCCN=Cc1c(O)c2ccccc2oc1=O
0.04	-3.8	COc1ccc(C2/C(=C(/O)c3ccc(Cl)cc3)C(=O)C(=O)N2CCN2CCOCC2)c(OC)c1 (stereo not drawn)
1.01	-0.7	O=C(NCc1csc(-c2cccs2)n1)C1CC1
0.58	-8.3	Nc1ncnc2c1ncn2C1OC(COP(=O)(O)O)C(O)C1O (stereo not drawn)
-0.14	-0.9	COc1ccc(NC(=O)[C@@]2(CC(=O)O)CC(/C=C/c3ccccc3)=NO2)cc1
1.91	·	COc1ccc(-c2cc(-c3ccccc3O)[nH]n2)cc1OC
1.38	0.7	S=c1nc(-c2ccccc2)n(CCCN2CCOCC2)c2c1CCCC2
0.83	-0.4	C[C@@H](C(=O)N[C@@H](Cc1c[nH]c2ccccc12)C(=O)O)n1nnc2ccccc2c1=O
-0.07	·	O=C(c1cnccn1)N(Cc1ccco1)C1(C(=O)NC2CCCCC2)CCCCC1
-3.14	-0.9	Cc1ccc(C(C)C)cc1OCCOCCN1CCCC1
0.84	8.2	CCOC(=O)C1CCN(c2ncnc3nc[nH]c23)CC1
-0.22	-1.1	C=CCNC(=O)c1c(CSc2ccc(Cl)cc2)noc1C(=O)NCCC

5 compounds picked at random from the list so far:
Kir21 inh	STK33 kinase inh	structure
0.82	-0.5	CCCCC1(CO)C(=O)N(c2ccccc2)N(c2ccccc2)C1=O
-0.03	-0.1	Cc1nc(C(=O)Nc2ccc(Cl)cc2Cl)nn1-c1cc(OC(C)C)c(Cl)cc1Cl
-1.28	-0.9	COc1ccc(NC(=O)CSc2nnc(Cc3ccccc3)c(=O)n2N)cc1
0.58	-3.6	CCn1nnnc1-c1ccc(OC)c(S(=O)(=O)Nc2ccc(OC)cc2)c1
0.35	-0.9	O=S(=O)(Nc1ccc(Cl)cn1)c1ccc(F)cc1

Compound profiles (already shown).
`COC(=O)CC(NS(=O)(=O)c1cccs1)c1ccc2c(c1)OCO2` (stereo not drawn) is listed as Kir21 inh: -1.07; STK33 kinase inh: -1.6
`C[C@@H](C(=O)N[C@@H](Cc1c[nH]c2ccccc12)C(=O)O)n1nnc2ccccc2c1=O` is listed as Kir21 inh: 0.83; STK33 kinase inh: -0.4
`COc1ccc(NC(=O)[C@@]2(CC(=O)O)CC(/C=C/c3ccccc3)=NO2)cc1` is listed as Kir21 inh: -0.14; STK33 kinase inh: -0.9

More structures.
Kir21 inh	STK33 kinase inh	structure
-1.47	-1.6	N=c1c2c3c(sc2ncn1N)CCC3
-0.9	1.1	O=C(CC1CCCC1)Nc1ccc2c(c1)CCC2
0.07	-2.1	CCSc1nnc([C@@H](NC(=O)OC(C)(C)C)C(C)C)o1
0.27	0.6	COc1ccc(S(=O)(=O)N2Cc3ccccc3CC2C(=O)Nc2ccc3c(c2)OCO3)cc1 (stereo not drawn)
-0.74	0.4	O=C(Cc1cccc(F)c1)N1CCCC(CO)(Cc2ccc(F)cc2F)C1 (stereo not drawn)
-0.33	-2.5	Cc1ccc(N2CCN(/N=C/c3cccs3)CC2)cc1
-0.85	-1.6	S=C(Nc1ccccc1Cl)N(CCN1CCCCC1)Cc1ccco1
2.15	0.6	CCc1nnc(NC(=O)CSc2nnc(COc3ccccc3C)o2)s1
-0.44	-0.2	COc1ccc2c(CC(=O)Nc3nnc(C4CC4)s3)coc2c1
·	-1.1	CCOc1ccc(S(=O)(=O)NCC(=O)NC2CCCCC2)cc1
-0.04	0.4	COc1ccc(C)cc1NC(=S)N1CCN(c2ncccn2)CC1
-0.57	-1.8	O=C(c1ccco1)N(Cc1cccc(Br)c1)C1CCS(=O)(=O)C1 (stereo not drawn)
-0.35	-1.8	O=C(Nc1ccc(F)cc1)c1oc2ccccc2c1NC(=O)C1CC1
0.31&0.92	-2.3&-0.6	COc1ccc(CCc2nc(C)ccc2O)cc1
-0.02	0.3	O=C(NCCC1CCCCN1S(=O)(=O)c1ccccc1)C(=O)NCc1cccnc1 (stereo not drawn)
0.13	-1.1	CCCN(Cc1nc(-c2ccc(Cl)cc2)no1)CC1CCCO1 (stereo not drawn)
-1.4	-1.9	COc1ccc([N+](=O)[O-])cc1NC(=O)C1CCCNC1=O (stereo not drawn)
0.21	-0.1	CNc1nc(-c2ccccc2)cc(C(F)(F)F)c1C#N
0.91	·	CC1CN(S(=O)(=O)c2ccc(NC(=O)CCCN3C(=O)c4ccccc4C3=O)cc2)CC(C)O1 (stereo not drawn)
-0.07	-0.4	Cc1ccc(NC(=O)C2CCCC2)c(Br)c1
1.25	1.4	O=C(O)c1ccccc1NCc1cccnc1
-0.78	·	COc1ccc(N=C2S/C(=C\c3ccc(OC(C)C(=O)O)c(OC)c3)C(=O)N2CCc2c[nH]c3ccccc23)cc1 (stereo not drawn)
0.94	·	O=[N+]([O-])c1ccccc1S(=O)(=O)Nc1ccc(-c2ccc(N3CCCC3)nn2)cc1
-0.32	-0.1	Cc1nn(-c2ccccc2)c2c1/C(=N/O)CC(C)(C)C2
-0.01	-0.6	Cc1noc(C)c1S(=O)(=O)Nc1cccc(C(F)(F)F)c1

Outcome played no part in choosing rows (roughly 0.84% active in at least one column).
